Screening results (PubChem)
UPR CHOP act = apoptotic UPR (CHOP) activation; activation, % at 10 µM; 330,000 tested, 0.34% active; AID 449763; CHO-CHOP luciferase reporter, luminescence; percent of tunicamycin response over DMSO baseline;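 active means at 10 µM dose, activation of 40% or more, normalized to positive control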;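 further: 100% = tunicamycin at 10 µg/mL and 0% = DMSO alone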
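Assay system: CHO-CHOP cells, stable luciferase reporter of PERK-eIF2a-CHOP signalling / Buffer or medium: F12 plus 10% serum / Compound dosing: one dose, 10 µM in 0.5% DMSO / Times: 6 h compound treatment, 37 °C / Technique: luciferase luminescence / Read-out: % reporter activation, DMSO baseline versus tunicamycin full activation / Benchmarks: tunicamycin and DMSO controls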
APJ antagonist = blocks the human apelin receptor APJ. P35414. CHO-K1 APJ beta-arrestin complementation, luminescence. inhibition, % at 20 µM. 330,000 tested, 0.32% active;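 active means inhibition above about 40% at 20 µM, limit read from the data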;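 further: cells challenged with 10 nM apelin-13 agonist together with compound; plate controls were apelin-13 plus DMSO wells for no effect and DMSO wells lacking apelin-13 for full effect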
Mdm2 MdmX PPI = human Mdm2/MdmX binding inhibition; O15151+Q00987; SaOS-2 split-luciferase Mdm2/MdmX complementation, luminescence; inhibition, % at 8 µM; 330,000 tested, 3% active; AID 485346;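 active means inhibition of at least 50% at 8 µM in the primary screen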
Target sequence (O15151 whole entry, looked up): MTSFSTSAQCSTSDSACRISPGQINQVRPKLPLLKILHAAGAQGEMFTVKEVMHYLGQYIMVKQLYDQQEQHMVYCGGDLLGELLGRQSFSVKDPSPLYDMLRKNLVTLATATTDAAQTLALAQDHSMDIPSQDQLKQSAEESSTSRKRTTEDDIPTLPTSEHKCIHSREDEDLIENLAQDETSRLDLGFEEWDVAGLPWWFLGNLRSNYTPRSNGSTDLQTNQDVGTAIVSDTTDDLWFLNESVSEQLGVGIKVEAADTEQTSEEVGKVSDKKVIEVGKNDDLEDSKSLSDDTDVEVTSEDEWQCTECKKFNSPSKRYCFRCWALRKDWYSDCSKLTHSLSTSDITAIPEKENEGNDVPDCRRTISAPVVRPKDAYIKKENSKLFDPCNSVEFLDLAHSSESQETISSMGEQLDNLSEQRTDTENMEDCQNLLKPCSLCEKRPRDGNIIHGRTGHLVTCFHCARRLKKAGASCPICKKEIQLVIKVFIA
Target sequence (Q00987 whole entry, looked up): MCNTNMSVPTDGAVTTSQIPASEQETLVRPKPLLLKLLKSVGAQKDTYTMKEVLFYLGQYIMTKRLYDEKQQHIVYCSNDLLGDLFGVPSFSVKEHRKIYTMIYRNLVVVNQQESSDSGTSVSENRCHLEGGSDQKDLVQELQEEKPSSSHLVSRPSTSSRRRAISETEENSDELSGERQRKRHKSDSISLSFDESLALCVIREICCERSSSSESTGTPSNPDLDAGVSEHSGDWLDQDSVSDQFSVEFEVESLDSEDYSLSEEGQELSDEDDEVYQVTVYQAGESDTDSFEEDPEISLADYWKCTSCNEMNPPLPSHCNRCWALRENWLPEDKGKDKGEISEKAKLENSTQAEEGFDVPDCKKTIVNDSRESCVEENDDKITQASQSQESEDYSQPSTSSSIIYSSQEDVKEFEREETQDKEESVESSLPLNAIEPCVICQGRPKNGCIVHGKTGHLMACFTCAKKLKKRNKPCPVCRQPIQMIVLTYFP
CCR6 antagonist = CCR6 (human) receptor antagonism. P51684. CHO-K1 CCR6 PathHunter beta-arrestin, luminescence, CCL20-stimulated. inhibition, % at 20 µM. 340,000 tested, 0.49% active. AID 493098;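 active means compounds whose inhibition of the agonist-driven luminescence signal at 20 µM reaches about 50%, limit read from the data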;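 further: cells stimulated with CCL20 at 14 nM final; plate controls were DMSO with CCL20 for no effect and DMSO without agonist for full effect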
EBI2 block = blocks human EBI2 receptor beta-arrestin signaling. P32249. 360,000 tested, 0.81% active. EBI2 beta-arrestin recruitment, luminescence, 7a,25-OHC stimulated. inhibition, % at 5 µM; in the data active means inhibition above about 38%;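 further: enzyme fragment complementation signal reports receptor beta-arrestin coupling in cells; 0% = agonist plus DMSO wells and 100% = wells without agonist; some results beyond the cut were filed as inactive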
tim23-1 inh = tim23-1 yeast growth inhibition; S. cerevisiae tim23-1 growth, BacTiter-Glo luminescence, 24 h; inhibition, % at 20 µM; 330,000 tested, 1.3% active; AID 463212;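 active means growth inhibition of the mutant yeast at or above 50%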;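 further: temperature-sensitive mutant grown at 25 °C; plate controls were DMSO-treated mutant yeast for no effect and medium wells lacking yeast for full effect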
XBP1 UPR activ = adaptive UPR (XBP1) activation; CHO-XBP1 luciferase reporter, IRE1-XBP1 UPR activation, luminescence; percent of tunicamycin response, DMSO as zero; activation, % at 20 µM; 330,000 tested, 0.33% active;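 active means versus positive control, 20 µM dose yields 30% or more activation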;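 further: 100% = tunicamycin at 10 µg/mL and 0% = DMSO only wells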
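Material – CHO cell line with stable XBP1 luciferase reporter · Buffer or medium – F12 plus 10% FBS · Compound – single point, 20 µM final compound, 1% DMSO · Schedule – 16-18 h cell attachment at 37 °C, then 6 h compound exposure · Signal – Steady-Glo luminescence read · Benchmarks – high control tunicamycin 10 µg/mL final, low control DMSO vehicle only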
APJ ag = activates the human apelin receptor APJ. P35414. CHO-K1 APJ PathHunter beta-arrestin, luminescence; 0% DMSO wells, 100% apelin. activation, % at 20 µM. 330,000 tested, 0.11% active. AID 2520;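 active means activation more than six SD over the plate average, tested at 20 µM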;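 further: 0% = DMSO alone and 100% = apelin-13 at 10 nM; some results filed as inactive read as strong as hits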
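assay system = CHO-K1 APJ beta-arrestin complementation cell line | input = cell density 1000 per well | dosing = compound 20 µM once, DMSO 1% | timing = compound 90 min 25 °C, reagent 1 h | measured by = luminescence from split beta-galactosidase complementation, Galacton Star/Emerald II substrate | read-out basis = APJ agonist activity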
CXCR6 block = CXCR6 (human) receptor inhibition; CHO-K1 PathHunter CXCR6 beta-arrestin, luminescence; inhibition, % at 20 µM; 360,000 tested, 0.36% active; O00574; AID 602244; in the data active means inhibition above about 34%, passing the limit was not always enough;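 further: antagonist mode with CXCL16 agonist at 10 nM final; 0% = 10 nM CXCL16 with DMSO and 100% = unstimulated wells without agonist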
* marks the source's active call; other numbers are inactive results. Some of the compounds tested (hit frequency here may not be typical).

`O=C(Nc1ccc(F)cc1)Nc1nnc(-c2ccccc2)o1` gave UPR CHOP act 0.0, APJ antagonist -2.6, Mdm2 MdmX PPI 11.2, CCR6 antagonist 3.1, EBI2 block -0.7, tim23-1 inh -1.5, XBP1 UPR activ 1.1, APJ ag -2.0 and CXCR6 block -4.2.
`COC(=O)c1cc(CNC(=O)CC(C)c2ccccc2)ccc1OC` (stereo unspecified) gave UPR CHOP act 2.1, APJ antagonist 14.4, Mdm2 MdmX PPI -7.8, CCR6 antagonist 1.4, EBI2 block 1.3, tim23-1 inh 7.3, XBP1 UPR activ 1.2, APJ ag -5.1 and CXCR6 block 3.2.
For CCc1cc2c(C)ccc(C)c2nc1SCC(=O)Nc1c(C)[nH]c(=O)[nH]c1=O the results were UPR CHOP act 5.6, APJ antagonist -27.9, Mdm2 MdmX PPI -11.7, CCR6 antagonist 11.0, EBI2 block 2.0, tim23-1 inh 25.1, XBP1 UPR activ 1.2, APJ ag 4.9 and CXCR6 block 3.0.
`O=C(COC(=O)c1cnccn1)c1ccc(-c2ccccc2)cc1` gave UPR CHOP act 1.5, APJ antagonist 24.8, Mdm2 MdmX PPI 22.1, CCR6 antagonist 11.7, EBI2 block 13.0, tim23-1 inh 13.1, XBP1 UPR activ 0.2, APJ ag -9.9 and CXCR6 block 1.0.
Screening CC1c2nc3ccccc3n2C(CC(=O)NCc2ccccn2)C(=O)N1Cc1ccccc1 (stereo unspecified) returned UPR CHOP act 0.1, APJ antagonist 1.7, Mdm2 MdmX PPI 1.4, CCR6 antagonist 7.8, EBI2 block -8.0, tim23-1 inh 11.1, XBP1 UPR activ 0.0, APJ ag -5.1 and CXCR6 block -12.0.
`CCCCCn1c(CN2CCN(c3cc(Cl)ccc3C)CC2)nc2c1c(=O)[nH]c(=O)n2C` gave UPR CHOP act 3.9, APJ antagonist 22.9, Mdm2 MdmX PPI 48.9, CCR6 antagonist 18.9, EBI2 block 11.9, tim23-1 inh 28.0, XBP1 UPR activ 20.6, APJ ag -4.7 and CXCR6 block 10.1.
Screening O=C(Nc1ccc(C(=O)N2CCN(c3ccccc3F)CC2)cc1)C1=CSCCO1 returned UPR CHOP act 3.1, APJ antagonist 21.6, Mdm2 MdmX PPI 23.0, CCR6 antagonist 6.3, EBI2 block -3.6, tim23-1 inh 52.5*, XBP1 UPR activ -2.6, APJ ag 0.7 and CXCR6 block -7.7.
COc1ccc(C(=O)COC(=O)c2ccc(OC)c(OC)c2)cc1OC was read as UPR CHOP act 0.7, APJ antagonist 1.9, Mdm2 MdmX PPI -7.4, CCR6 antagonist -1.3, EBI2 block -2.0, tim23-1 inh 13.1, XBP1 UPR activ 0.2, APJ ag 0.7 and CXCR6 block 5.1.
Screening COc1ccc(-n2cc(-c3ccccc3)[nH]c2=S)cc1 returned UPR CHOP act 5.2, APJ antagonist -18.7, Mdm2 MdmX PPI -95.9, CCR6 antagonist 8.6, EBI2 block 73.9*, tim23-1 inh 30.6, XBP1 UPR activ 1.9, APJ ag 4.6 and CXCR6 block -9.5.
For Cc1cc(C)nc(SCCC(=O)Nc2ccccc2C)n1 the results were UPR CHOP act -0.5, APJ antagonist 5.3, Mdm2 MdmX PPI 17.4, CCR6 antagonist -17.2, EBI2 block 6.0, tim23-1 inh 1.4, XBP1 UPR activ 0.3, APJ ag -1.2 and CXCR6 block 0.4.
`CCCN(CCO)Cc1ccc(Br)cc1` gave UPR CHOP act -1.1, APJ antagonist 20.5, Mdm2 MdmX PPI 8.0, CCR6 antagonist 3.4, EBI2 block 0.1, tim23-1 inh -1.4, XBP1 UPR activ -1.7, APJ ag -5.4 and CXCR6 block -8.9.
CC1(C)CC2CN(C(=O)Cc3ccccc3)C(C)(C2)C1 (stereo unspecified) was read as UPR CHOP act -1.5, APJ antagonist 10.6, Mdm2 MdmX PPI 11.0, CCR6 antagonist 4.5, EBI2 block -1.6, tim23-1 inh 23.4, XBP1 UPR activ -3.6, APJ ag -3.5 and CXCR6 block -1.4.
COc1cc(NC(=O)c2ccccc2)c(OC)cc1NC(=O)Cc1ccc(Br)cc1 was read as UPR CHOP act -0.4, APJ antagonist -13.8, Mdm2 MdmX PPI 22.8, CCR6 antagonist -1.2, EBI2 block 3.9, tim23-1 inh -7.6, XBP1 UPR activ -0.7, APJ ag 0.7 and CXCR6 block 4.4.
O=C(NCc1cccc(Cl)c1)c1cc(=O)[nH]c2ccccc12 was read as UPR CHOP act -0.4, APJ antagonist 12.2, Mdm2 MdmX PPI -4.5, CCR6 antagonist 21.0, EBI2 block 1.0, tim23-1 inh -5.7, XBP1 UPR activ -5.2, APJ ag 1.4 and CXCR6 block 0.8.
For Cc1nc2c3ccccc3nc(SCC(=O)c3ccc(Cl)cc3)n2n1 the results were UPR CHOP act -0.4, APJ antagonist -6.9, Mdm2 MdmX PPI 28.6, CCR6 antagonist -10.5, EBI2 block 20.6, tim23-1 inh 18.1, XBP1 UPR activ 1.1, APJ ag -0.1 and CXCR6 block 0.2.
`CC(=O)N1CCN(C(=O)CSc2cc(C)c(Br)cc2C)CC1` gave UPR CHOP act 0.9, APJ antagonist -2.7, Mdm2 MdmX PPI 7.4, CCR6 antagonist -0.6, EBI2 block 11.2, tim23-1 inh -3.4, XBP1 UPR activ -0.9, APJ ag -8.9 and CXCR6 block -4.2.
`c1ccc(-c2ncc(CN3CCN(c4ccccn4)CC3)[nH]2)cc1` gave UPR CHOP act -1.0, APJ antagonist -2.8, Mdm2 MdmX PPI 8.2, CCR6 antagonist 13.1, EBI2 block 3.2, tim23-1 inh -18.2, XBP1 UPR activ 0.6, APJ ag 0.6 and CXCR6 block 0.6.
Cc1cc(C)nc(NS(=O)(=O)c2cccs2)c1 was read as UPR CHOP act 1.8, APJ antagonist -5.9, Mdm2 MdmX PPI 19.7, CCR6 antagonist 1.3, EBI2 block -5.1, tim23-1 inh 17.5, XBP1 UPR activ -0.6, APJ ag 1.3 and CXCR6 block -7.3.
For Cc1ccc(S(=O)(=O)N2CCCN(C(C)c3nc4ccccc4c(=O)[nH]3)CC2)cc1 (stereo unspecified) the results were UPR CHOP act 1.8, APJ antagonist 2.4, Mdm2 MdmX PPI 16.1, CCR6 antagonist 10.3, EBI2 block 11.9, tim23-1 inh 41.4, XBP1 UPR activ -2.0, APJ ag -4.5 and CXCR6 block 3.6.
Cc1cccc2cc3c(NC(=O)C(C)C)nn(C)c3nc12 was read as UPR CHOP act -0.7, APJ antagonist -2.6, Mdm2 MdmX PPI -0.7, CCR6 antagonist 9.5, EBI2 block 4.1, tim23-1 inh 34.2, XBP1 UPR activ -2.8, APJ ag 0.1 and CXCR6 block -6.3.
`Cc1ccccc1CS(=O)(=O)c1ccc(C(=O)N2CCOCC2)cc1[N+](=O)[O-]` gave UPR CHOP act -1.2, APJ antagonist -43.5, Mdm2 MdmX PPI 37.8, CCR6 antagonist -10.5, EBI2 block -23.5, tim23-1 inh 14.7, XBP1 UPR activ -6.2, APJ ag 3.0 and CXCR6 block -10.4.
Screening CCCc1nnc(NC(=O)c2c(O)c3cccc4c3n(c2=O)CC4)s1 returned UPR CHOP act 7.3, APJ antagonist -12.1, Mdm2 MdmX PPI 5.1, CCR6 antagonist 2.1, tim23-1 inh -4.5, XBP1 UPR activ 21.6 and APJ ag -3.9.
CCOC(=O)Nc1nnc(CCc2ccccc2)s1 was read as UPR CHOP act -1.4, APJ antagonist 1.5, Mdm2 MdmX PPI 13.4, CCR6 antagonist 20.8, EBI2 block 4.0, tim23-1 inh 7.2, XBP1 UPR activ -1.6, APJ ag -0.8 and CXCR6 block -1.5.
For Fc1ccccc1/C=N/Nc1nc(-c2ccccn2)nc2ccccc12 the results were UPR CHOP act 168.1*, APJ antagonist 28.6, Mdm2 MdmX PPI 82.0*, tim23-1 inh 5.3, XBP1 UPR activ 4.9 and APJ ag -8.2.
Screening COC(=O)C(C)Sc1nnc(-c2ccncc2)o1 (stereo unspecified) returned UPR CHOP act -0.6, APJ antagonist 8.2, Mdm2 MdmX PPI -13.9, CCR6 antagonist 6.9, EBI2 block 3.9, tim23-1 inh 11.4, XBP1 UPR activ 0.7, APJ ag -2.2 and CXCR6 block 1.5.
CCn1nnc(NC(=O)c2cccc(-c3cc4ccccc4oc3=O)c2)n1 was read as UPR CHOP act 2.8, APJ antagonist -24.5, Mdm2 MdmX PPI 32.6, CCR6 antagonist -7.9, EBI2 block 0.3, tim23-1 inh -0.8, XBP1 UPR activ 0.7, APJ ag -2.9 and CXCR6 block 3.8.
Screening O=Cc1ccc(OCc2cn3ccccc3n2)cc1 returned UPR CHOP act 1.6, APJ antagonist 11.4, Mdm2 MdmX PPI -9.5, CCR6 antagonist -3.9, EBI2 block 2.8, tim23-1 inh 4.9, XBP1 UPR activ -0.1, APJ ag -1.4 and CXCR6 block 4.8.
`Cc1ccc(Cl)cc1N1CCN(Cc2nnnn2C2CCCCC2)CC1` gave UPR CHOP act 0.2, APJ antagonist 4.2, Mdm2 MdmX PPI 38.2, CCR6 antagonist 19.4, EBI2 block 17.6, tim23-1 inh 40.9, XBP1 UPR activ -5.2, APJ ag 0.3 and CXCR6 block 4.6.
`O=C(O)c1ccc2c(c1)C(=O)N(NC(=O)c1ccc(O)cc1)C2=O` gave UPR CHOP act 0.0, APJ antagonist -22.2, Mdm2 MdmX PPI 21.0, CCR6 antagonist 7.8, EBI2 block 0.1, tim23-1 inh 17.4, XBP1 UPR activ 0.3, APJ ag -2.9 and CXCR6 block -9.0.
Cc1ccc(OCC(=O)Nc2ccccc2-c2ccccc2NC(=O)COc2ccc(C)cc2)cc1 was read as UPR CHOP act 1.3, APJ antagonist -11.5, Mdm2 MdmX PPI 16.8, CCR6 antagonist 14.6, EBI2 block 19.3, tim23-1 inh 3.5, XBP1 UPR activ -5.7, APJ ag -3.8 and CXCR6 block 6.6.
COc1cc2cc(C(c3nnnn3C3CCCC3)N3CCCCC3)c(=O)[nH]c2cc1OC (stereo unspecified) was read as UPR CHOP act 0.8, APJ antagonist -7.8, Mdm2 MdmX PPI -6.4, CCR6 antagonist 9.0, EBI2 block 4.7, tim23-1 inh 11.5, XBP1 UPR activ 1.7, APJ ag -2.7 and CXCR6 block 5.2.
For O=C1Cc2ccccc2C(c2ccc(Cl)cc2Cl)N1 (stereo unspecified) the results were UPR CHOP act 6.7, APJ antagonist -0.5, Mdm2 MdmX PPI 19.9, CCR6 antagonist 13.9, EBI2 block 3.3, tim23-1 inh 19.3, XBP1 UPR activ -3.1, APJ ag -0.8 and CXCR6 block -3.8.
